ERAP1 inh – human ERAP1 aminopeptidase inhibitors, primary screen, biochemical, single point, plate reader; Endoplasmic reticulum aminopeptidase 1 (Homo sapiens), Q9NZ08; recombinant ERAP1, Leu-AMC fluorescence, 60 min; inhibition, % at 10.7 µM; 0.15% of 340,000 active;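 active = mean replicate inhibition of at least 30%, or all replicates individually reaching that 30% level; inactive = mean below 30% and not every replicate reaching it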;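 note: 0% = neutral control wells and 100% = L-leucinethiol positive control wells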
RAD54 branch – inhibitors of human RAD54 branch migration, primary screen, biochemical, fluorescence, single point. DNA repair and recombination protein RAD54-like (Homo sapiens), Q92698. RAD54 Holliday junction branch migration, FAM/BHQ fluorescence. inhibition, % at 10.4 µM. 0.14% of 360,000 active;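 active = mean normalized replicate activity at least 40 and at least half of replicates scoring 40 or more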;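 note: 0% = median of neutral control wells and 100% = median of positive control wells; inhibitors cause a drop in the FAM fluorescence signal; in these data hits start at about 50%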
RAD52 anneal inh – RAD52 DNA annealing inhibitors, primary screen, biochemical, FRET, single point, set 2; DNA repair protein RAD52 homolog (Homo sapiens), P43351; recombinant RAD52 DNA annealing, FRET fluorescence; inhibition, % at 18.7 µM; 0.46% of 360,000 active; AID 651710, 2012;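 active = every replicate showing at least 50% inhibition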
Target sequence (P43351 whole entry, looked up): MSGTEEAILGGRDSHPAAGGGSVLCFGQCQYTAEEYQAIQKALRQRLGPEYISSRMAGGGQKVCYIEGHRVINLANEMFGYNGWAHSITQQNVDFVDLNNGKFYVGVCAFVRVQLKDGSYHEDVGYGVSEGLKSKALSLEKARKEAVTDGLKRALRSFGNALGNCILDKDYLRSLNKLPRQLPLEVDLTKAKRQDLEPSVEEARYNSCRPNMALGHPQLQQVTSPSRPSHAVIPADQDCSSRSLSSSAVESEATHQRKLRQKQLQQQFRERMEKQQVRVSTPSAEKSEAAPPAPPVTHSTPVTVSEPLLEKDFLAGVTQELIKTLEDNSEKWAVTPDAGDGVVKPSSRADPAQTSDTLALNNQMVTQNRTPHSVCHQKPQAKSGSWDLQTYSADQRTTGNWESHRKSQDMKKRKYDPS
GSIS activator – GLuc luminescence reporter in INS-1E cells, primary screen for activators of glucose-dependent secretion of insulin; activation, % at 16.6 µM; INS-1E GLuc reporter insulin secretion, 2-3 h; AID 743287, 2014; 0.61% of 370,000 active;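 active = lowest replicate activation of at least 40%, so every replicate reaches that level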;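 note: 0% = median of neutral control wells and 100% = median of IBMX positive control wells; some compounds called inactive have numbers as strong as hits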
ARNT-TACC3 inh – disruptors of ARNT/TACC3 protein interaction, primary screen, biochemical, AlphaScreen, single concentration | Transforming acidic coiled-coil-containing protein 3 (Homo sapiens), Q9Y6A5 | AlphaScreen His-ARNT PAS-B/GST-TACC3 binding, luminescence; TACC3 fragment carries E629A point mutation | inhibition, % at 9.99 µM | 0.66% of 390,000 active | AID 623870, 2012;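 active = mean inhibition of replicates at least 50% and at least half of replicates each reaching 50%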;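 note: 0% = complete ARNT plus TACC3 wells and 100% = ARNT alone without TACC3; many hits fall short of the cut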
CFTR F508del cor – F508del CFTR correction, initial screen, CFBE line, single point | 0.36% of 350,000 active | activity (quench increase), % at 7.58 µM | CFBE cells, YFP halide quenching; stimulated with forskolin plus potentiator P3; % fluorescence drop versus neutral controls;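 active = mean added fluorescence quench of at least 8% versus neutral control, with both replicates also reaching 8%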;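 note: cells transiently co-express mutant CFTR-F508del with the halide-sensitive YFP; corrector assay measuring rescue of mutant channel to the surface after 24 h compound exposure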
XiGFP reactiv – activators of inactive X chromosome reactivation, primary screen, imaging, XiGFP fibroblasts, GFP high-content imaging, set 2 | XiGFP mouse fibroblasts, % GFP-positive cells imaging, 3 d; cells co-treated with 5-aza-dC sensitizer; scaled so ellipticine positive control = 100% | activation, % at 7.58 µM | 0.055% of 360,000 active | AID 743238, 2013;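 active = mean normalized replicate activation at least 10% and every replicate at or above 10%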;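 note: 0% = median of on-plate neutral control wells and 100% = ellipticine 6 µM median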
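Material: XiGFP fibroblasts, SV40-immortalized; Buffer or medium: DMEM containing 5-aza-dC; Compound dosing: single point; Times: 3 days compound exposure.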
esBAF inh – Bmi1 luciferase reporter increase in mESCs, primary screen, esBAF inhibitor project, mouse ES cells, Bmi1 luciferase knock-in, single point; 24 h; 100% = twice the neutral-well signal; reporter increase, % at 12.5 µM; 2% of 350,000 active; in the data active = activation above about 40%;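 note: 0% = median of the plate's neutral control wells and 100% = double that signal; a rise in the Bmi1 reporter signal indicates esBAF inhibition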
Numbers without * were called inactive; . = not tested or not shown; & = joins results of further samples.

SMILES	ERAP1 inh	RAD54 branch	RAD52 anneal inh	GSIS activator	ARNT-TACC3 inh	CFTR F508del cor	XiGFP reactiv	esBAF inh
O=C(COc1ccc(F)cc1Br)NCCCN1CCCC1=O	2	4	-8	17	-1	0.8	1.4	-6
CCC(CC)C(C(=O)NCc1ccccc1)N1CCN(C(=O)C2CCCO2)CC1 (stereo not given)	-5	.	2	4	.	0.5	0.2	.
O=C(c1cccc(Br)c1)N1CCN(c2ccc(N3CCOCC3)nn2)CC1	-8	9	-3	0	-4	3.7	0.1	.
CC(=O)N1CCN(C(=O)c2ccc(NS(=O)(=O)c3ccc4[nH]c(=O)[nH]c4c3)cc2)CC1	-3	.	-17	20	-4	-2.4	0.1	.
C[C@@H]1CN([C@H](C)CO)C(=O)c2cc(C#CCN(C)C)cnc2O[C@@H]1CN(C)C(=O)c1cccnc1	-1	0	-13	7	-6	-1.6	-0.1	5
COc1cc(NC(=O)CC(C)C)ccc1NC(=O)c1ccco1	-1	7	-12	-2	-1	0.1	.	23
C[C@H](CO)N1C[C@H](C)[C@H](CN(C)Cc2ccc3c(c2)OCO3)Oc2ccc(NS(C)(=O)=O)cc2C1=O	3	-10	5	23	-3	1.1	0.0	-6
O=C(CSc1nnc2ccc(-c3cccnc3)nn12)Nc1ccc(F)cc1	4	-1	-9	14	5	1.2	0.4	-4
Fc1ccc(OCc2cc(-c3ccccc3)no2)cc1	4	-5	-3	34	-19	1.3	0.0	57*
C[C@@H]1CN([C@H](C)CO)C(=O)c2ccccc2-c2ccccc2CO[C@H]1CN(C)C(=O)Nc1ccc2c(c1)OCO2	2	8	7	13	4	1.0	0.7	16
C[C@H](CO)N1C[C@H](C)[C@H](CN(C)C(=O)Nc2ccc3c(c2)OCO3)Oc2cc(C3=CCCCC3)ccc2S1(=O)=O	2	-1	20	-40	0	1.6	-0.9	-2
O=C(O)c1ccc(C=NNC(=O)c2ccccc2NS(=O)(=O)c2cccs2)cc1	-2	0	-11	10	.	0.9	0.0	-5
CSC(C(=O)c1cc2ccccc2o1)c1ccccc1 (stereo not given)	3	-4	-26	0	-2	1.2	0.0	35
CCOC(=O)c1ccc(NS(=O)(=O)c2ccc3c(c2)oc(=O)n3C)cc1	.	1	6	-8	-5	1.3	0.0	30
O=C(NC(=C(Cl)Cl)S(=O)(=O)c1ccc(Cl)cc1)c1ccccc1	.	15	-12	4	-2	4.6	-0.1	27
Cc1noc(C)c1NC(=O)Nc1ccc2c(c1)C(=O)N([C@@H](C)CO)C[C@@H](C)[C@@H](CN(C)Cc1ccc(C(=O)Nc3ccccc3N)cc1)O2	1	-5	25	12	4	-1.6	0.5	-1
COc1ccc(S(=O)(=O)N2CCN(C(=O)c3cc(C)oc3C)CC2)cc1OC	3	-4	-12	1	-1	-1.4	0.0	-3
CN(CC(=O)NCc1ccncc1)S(=O)(=O)c1cc(Cl)ccc1Cl	0	-6	-14	41	.	-0.4	0.3	5
Cc1cc(C)cc(NC(=O)C2CCC(CNC(=O)[C@@H]3Cc4ccccc4CN3)CC2)c1 (stereo not given in full)	7	2	-11	-14	23	-2.6	0.1	-7
Cc1c(NC(=O)C23CC4CC(CC(C)(C4)C2)C3)c(=O)n(-c2ccccc2)n1C	.	2	.	-6	-5	.	.	6
CC(=O)NCC(=O)N1CCCC(C(=O)c2ccc3c4c(cccc24)CC3)C1 (stereo not given)	2	.	-18	18	.	0.0	0.4	.
O=C(CN1CCN(Cc2cccc(F)c2)CC1)NCc1ccccc1	-1	-1	-11	-2	1	-0.9	1.6	-9
C[C@H]1CN([C@@H](C)CO)C(=O)c2cccc(NC(=O)c3ccc(-c4nccs4)cc3)c2O[C@@H]1CN(C)Cc1ccccc1	-1	-13	-2	-20	6	-0.1	0.0	1
O=c1[nH]nc(N=Nc2c(O)[nH]c3ccc(F)cc23)c(=O)[nH]1	0	-19	-7	14	63*	-1.0	0.0	-7
CN(C)C(CNC(=O)c1ccc(NS(=O)(=O)c2cccc([N+](=O)[O-])c2)cc1)c1ccco1 (stereo not given)	5	9	-14	-2	7	-2.1	-0.1	4
O=C(NCCN1C(=O)S/C(=C\c2ccccc2F)C1=O)C1CCN(S(=O)(=O)c2cccs2)CC1	-1	-1	-12	10	-2	0.1	0.1	7
C[C@@H]1CCCCO[C@@H](CN(C)C(=O)Nc2ccc(C(F)(F)F)cc2)[C@@H](C)CN([C@H](C)CO)C(=O)c2cc(NC(=O)Nc3cccc4ccccc34)ccc2O1	0	.	-3	28	.	3.9	0.2	.
C[C@H]1CN([C@@H](C)CO)S(=O)(=O)c2ccc(C#CCC3CCCC3)cc2O[C@H]1CN(C)C(=O)CN(C)C	-4	15	41	6	9	-4.1	-0.7	0
CSc1cccc(NC(N)=S)c1	.	1	-12	.	-6	4.5	0.0	-6
COCC(=O)N1[C@H](C#N)[C@H](c2ccc(C#CCC3CCCC3)cc2)[C@H]1CO	1	-9	-1	-2	3	6.0	0.0	19
COc1ccc(-c2ccc3c(c2)[C@@H]2[C@@H](CCN2C(=O)c2ccc4c(c2)OCO4)[C@@H](CO)N3C)cc1	1	6	-1	0	-3	1.6	0.1	1
O=C(Nc1ccccc1F)N1[C@@H]2CNC[C@H]1C2c1ccc(-c2ccccc2)cc1 (stereo not given in full)	0&-1	.	39&17	3&-7	.	1.1&3.4	0.0&0.2	.
CN(C)S(=O)(=O)c1cccc(NC(=O)c2ccc(-n3cncn3)c([N+](=O)[O-])c2)c1	5	-5	-13	6	0	-0.4	0.2	0
Cc1nnc(SC(C)C(=O)Nc2sc3c(c2C#N)CCCC3)[nH]c1=O (stereo not given)	0	9	-14	-28	1	-0.1	0.3	8
N#Cc1cn(OCc2ccccc2)c(=O)[nH]c1=O	.	4	.	-22	1	.	0.0	.
Cc1c(C(=O)N2CC3(CC(c4cccc(NC(=O)CC(c5ccccc5)c5ccccc5)c4)=NO3)C[C@@H]2C(N)=O)cc([N+](=O)[O-])cc1[N+](=O)[O-] (stereo not given in full)	-2	-10	-12	-7	25	-3.3	0.1	6
COc1ccc(S(=O)(=O)N(C)C[C@H]2OCCCC[C@H](C)Oc3ccc(NS(=O)(=O)c4ccccc4)cc3C(=O)N([C@@H](C)CO)C[C@H]2C)cc1	-1	-2	7	-11	4	5.1	0.0	-1
C[C@H](CO)N1C[C@H](C)[C@@H](CN(C)C(=O)Nc2ccc(C(F)(F)F)cc2)Oc2ccc(NC(=O)NC3CCCCC3)cc2C1=O	1&0	-13&3	-15&-10	2&-15	2&5	-2.3&-3.4	0.1&-0.2	15&9
O=C(CSc1nccn1-c1ccc(Cl)cc1)NCc1ccc2c(c1)OCO2	-2	-5	3	.	3	3.3	0.3	-11
CC(C)Sc1nc2c(c(=O)[nH]c(=O)n2C)n1Cc1ccccc1	3	3	3	.	-10	6.1	0.0	-7
CCCNC(=O)N1[C@@H](CO)[C@@H]2c3ccccc3N(C(=O)Nc3cccc(F)c3)C[C@@H]21	-1	-2	2	3	3	2.8	0.3	-7
CCOC(=O)N1CCN(C(=O)CNC(=O)c2nn(-c3ccc(OC)c(Cl)c3)c(=O)c3ccccc23)CC1	7	2	-8	1	-7	2.1	0.3	17
Cc1c(NC(=O)COc2ccc(C(C)C)cc2)c(=O)n(-c2ccccc2)n1C	5	-9	-10	-15	-36	-0.3	0.1	.
C[C@H]1CN([C@@H](C)CO)C(=O)c2cccc(NS(=O)(=O)c3ccc(F)cc3)c2O[C@@H]1CN(C)C	1	3	-14	10	-6	-0.9	0.0	-3
CC1(c2ccccc2)NC(=O)N(CC(=O)Nc2ccc(N3CCOCC3)cc2)C1=O (stereo not given)	-2	1	-2	2	14	-2.8	0.0	1

In another format: results already given.
Molecule: C[C@H]1CN([C@@H](C)CO)C(=O)c2cccc(NC(=O)c3ccc(-c4nccs4)cc3)c2O[C@@H]1CN(C)Cc1ccccc1
  ERAP1 inh: -1; RAD54 branch: -13; RAD52 anneal inh: -2; GSIS activator: -20; ARNT-TACC3 inh: 6; CFTR F508del cor: -0.1; XiGFP reactiv: 0.0; esBAF inh: 1

Molecule: O=c1[nH]nc(N=Nc2c(O)[nH]c3ccc(F)cc23)c(=O)[nH]1
  ERAP1 inh: 0; RAD54 branch: -19; RAD52 anneal inh: -7; GSIS activator: 14; ARNT-TACC3 inh: 63*; CFTR F508del cor: -1.0; XiGFP reactiv: 0.0; esBAF inh: -7

Molecule: CN(C)C(CNC(=O)c1ccc(NS(=O)(=O)c2cccc([N+](=O)[O-])c2)cc1)c1ccco1 (stereo not given)
  ERAP1 inh: 5; RAD54 branch: 9; RAD52 anneal inh: -14; GSIS activator: -2; ARNT-TACC3 inh: 7; CFTR F508del cor: -2.1; XiGFP reactiv: -0.1; esBAF inh: 4

(list continues)
SMILES	ERAP1 inh	RAD54 branch	RAD52 anneal inh	GSIS activator	ARNT-TACC3 inh	CFTR F508del cor	XiGFP reactiv	esBAF inh
COc1ccccc1C(C)Nc1ccc(S(=O)(=O)N2CCN(C)CC2)cc1[N+](=O)[O-] (stereo not given)	-2	8	-9	-32	65*	4.0	-0.4	2
O=C(/C=C/c1ccc(Cl)cc1Cl)Nc1cccc(S(=O)(=O)NC2=NCCCCC2)c1	0	.	-9	1	-2	.	0.0	.
C[C@@H]1CCCCO[C@@H](CN(C)CC2CCCCC2)[C@@H](C)CN([C@H](C)CO)C(=O)c2cc(NS(C)(=O)=O)ccc2O1	-1	-1	3	6	5	-0.7	0.2	-2
CN(C)CCOC(=O)C12CC3(C)CC(C)(CC(C)(C3)C1)C2	8	-6	0	8	-9	1.0	.	-1
O=C(NN1CCCCC1)c1ccc(COc2ccc(Cl)cc2)cc1	11	.	-3	6	.	-0.5	0.2	.
Cc1cccc(C(=O)NCC(=O)OCc2nc(N)nc(Nc3ccccc3C)n2)c1	-2	10	-23	-5	0	1.5	0.4	-2
CC(C)CC1NC(=O)N(CC(=O)Nc2ccc3c(c2)OCCO3)C1=O (stereo not given)	-1	3	-9	21	-8	2.0	0.2	-5
COc1ccc(Cl)cc1C(=O)NNC(=O)COC(=O)c1cccs1	0	-1	6	-1	36	-3.9	0.0	2
CCOc1ccc(NC(=O)CN(C)C(=O)c2cn(-c3ccccc3)nc2-c2cccs2)cc1OCC	1	9	-7	-8	2	-1.4	0.0	1
CC(C)CC#Cc1ccc2c(c1)O[C@@H](CN(C)Cc1ccncc1)[C@@H](C)CN([C@@H](C)CO)S2(=O)=O	4	7	19	-14	1	1.9	-0.7	0
NC(=O)COC(=O)c1ccc(Cl)c(S(=O)(=O)N2CCN(c3ccc(F)cc3)CC2)c1	7	.	-16	-23	3	0.1	0.0	.
O=C(N/N=C\c1ccc(-c2cccc(Cl)c2)o1)C(=O)NC1CCCC1	1	-8	-16	-2	.	-0.2	0.0	-4
C[C@@H]1CN([C@@H](C)CO)C(=O)c2cc(C#CC3(O)CCCC3)cnc2O[C@@H]1CN(C)CC1CC1	-3	-4	9	-6	9	-2.1	-0.1	-5
O=c1c2ccccc2nnn1CSc1nc2ccccc2c(=O)n1Cc1ccco1	.	-9	.	-9	-4	.	.	-5
CN1C(=O)c2cc(NS(=O)(=O)c3ccccc3Cl)ccc2OC[C@H]2O[C@H](CC(=O)O)CC[C@H]21	1	-5	-1	4	4	1.6	-0.1	-4
S=C(Nc1ccccc1)Nc1ccccn1	3	-12	-8	1	.	-1.0	-0.1	20
COc1ccc2cc3cc(C(=O)NCCC(C)C)oc3nc2c1	4	-11	-6	17	-2	-3.0	0.0	9
